# Source: PubChem (National Center for Advancing Translational Sciences (NCATS))
# aSyn yeast rescue = alpha-synuclein toxicity suppression in yeast; S. cerevisiae alpha-synuclein toxicity rescue, BacTiter-Glo growth, 24 h; Potency, µM (top dose mostly 46.1 µM), without a hit: at the top dose growth rescue (activation), most hits filed as activators; 94,000 tested, 0.02% active; AID 1347070; active = well fitted activation curve with a large enough effect; inconclusive = small, poorly fitted or top-dose-only effect; also: 0% is about no effect
#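 Growth restoration measured by BacTiter-Glo luminescence after 24 hr at 30 deg C; alpha-synuclein yeast, raffinose-pregrown to mid-log, were added at OD600=0.02 in galactose medium onto pinned compounds.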
# An asterisk follows results filed as active; ? = inconclusive; & = joins results of further samples; [ ] = another dose, or the depositor's remark. Potency is read from the fitted curve at half-maximal effect. Some of the compounds tested; rates above refer to the full screens.
# Start of the listing, in advance, 16 compounds:
SMILES,aSyn yeast rescue
CCOC(=O)c1nn(-c2ccccc2C)c(=O)cc1OCC(=O)Nc1cccc(OC)c1,7%
Cc1cc(C)c(NC(=O)Cn2c(=O)n(Cc3ccc4c(c3)OCO4)c(=O)c3ccccc32)c(C)c1,-3%
Cc1cc2c(cc1S(=O)(=O)N1CCCCC1)OCC(=O)N2,6%&3%
NC(=S)NC1CCS(=O)(=O)C1 (stereo not given),0%
Cc1cccc(NC(=O)CN(C)S(=O)(=O)c2ccc3c(c2)CCC(=O)N3)c1C,-2%
CC(C)c1nc(CN2CCCCC2)cc(=O)[nH]1,-2%
CCN(CC)c1ccc(NC(=O)CSc2ccsc2[N+](=O)[O-])c(C)c1,-4%
CCC(=O)N1c2ccccc2CC1C(=O)NCCN1CCN(c2ccccc2F)CC1 (stereo not given),-7%
CCN(CC)S(=O)(=O)c1ccc2c(c1)N(CC(=O)NCCCN1CCN(c3ccc(OC)cc3)CC1)C(=O)CO2,0%
Oc1ccccc1/C=N/N1CCCCC1,2%
COC(=O)N/N=C/C1=CCC2CC1C2(C)C (stereo not given),0%
O=C(CC1SC(=O)N(c2ccccc2)C1=O)Nc1cccc2ccccc12 (stereo not given),0%
COc1ccccc1OCCNC(=O)C1CC(=O)N(c2cccc(SC)c2)C1 (stereo not given),-7%
O=C1CN(C(=O)CNCc2ccccc2)c2ccccc2N1,-5%
Cc1c(CNCCCc2ccccc2)c(C(=O)O)c(C)n1Cc1cccc(Cl)c1,5%
CCOC(=O)C1CCC(CN(Cc2ccc(OC)cc2)S(=O)(=O)c2ccc(F)c(C(=O)Nc3c(C)cccc3C)c2)CC1 (stereo not given),-6%

# The listing, from the start:
SMILES,aSyn yeast rescue
CCOC(=O)c1nn(-c2ccccc2C)c(=O)cc1OCC(=O)Nc1cccc(OC)c1,7%
Cc1cc(C)c(NC(=O)Cn2c(=O)n(Cc3ccc4c(c3)OCO4)c(=O)c3ccccc32)c(C)c1,-3%
Cc1cc2c(cc1S(=O)(=O)N1CCCCC1)OCC(=O)N2,6%&3%
NC(=S)NC1CCS(=O)(=O)C1 (stereo not given),0%
Cc1cccc(NC(=O)CN(C)S(=O)(=O)c2ccc3c(c2)CCC(=O)N3)c1C,-2%
CC(C)c1nc(CN2CCCCC2)cc(=O)[nH]1,-2%
CCN(CC)c1ccc(NC(=O)CSc2ccsc2[N+](=O)[O-])c(C)c1,-4%
CCC(=O)N1c2ccccc2CC1C(=O)NCCN1CCN(c2ccccc2F)CC1 (stereo not given),-7%
CCN(CC)S(=O)(=O)c1ccc2c(c1)N(CC(=O)NCCCN1CCN(c3ccc(OC)cc3)CC1)C(=O)CO2,0%
Oc1ccccc1/C=N/N1CCCCC1,2%
COC(=O)N/N=C/C1=CCC2CC1C2(C)C (stereo not given),0%
O=C(CC1SC(=O)N(c2ccccc2)C1=O)Nc1cccc2ccccc12 (stereo not given),0%
COc1ccccc1OCCNC(=O)C1CC(=O)N(c2cccc(SC)c2)C1 (stereo not given),-7%
O=C1CN(C(=O)CNCc2ccccc2)c2ccccc2N1,-5%
Cc1c(CNCCCc2ccccc2)c(C(=O)O)c(C)n1Cc1cccc(Cl)c1,5%
CCOC(=O)C1CCC(CN(Cc2ccc(OC)cc2)S(=O)(=O)c2ccc(F)c(C(=O)Nc3c(C)cccc3C)c2)CC1 (stereo not given),-6%
Cc1ccc(C)c(N2CCN(S(=O)(=O)c3cn(C)c(C)n3)CC2)c1,1%
CSc1ccc(CCNC(=O)CCc2c(C)nc3cc(-c4ccccc4)nn3c2C)cc1,-6%
CCN(CC)C(=O)C1=C(C)N(CCCN2CCCC2=O)C(=O)C(CC(=O)NCCCN(C)C)C1 (stereo not given),3%
CCOP(=O)(OCC)/C(C#N)=C/c1ccc([N+](=O)[O-])cc1,?
Cc1ccc(C(=O)Nc2nc3nc(-c4ccccc4)cc(=O)n3[nH]2)cc1,-9%
CC(C)c1ccc(-c2noc(SCC(=O)N3CCCCC3C)n2)cc1 (stereo not given),-13%
CCn1c(CN2CCC(C)CC2)nc2cc(NC(=O)COc3ccc([N+](=O)[O-])cc3)ccc21,-11%
CCCCOc1cccc(C(=O)Nc2cccc(-c3nc4ncccc4o3)c2C)c1,-2%
COc1ccc(C(=O)N2CC(=O)Nc3ccc(Br)cc3C2c2ccc(F)cc2)cc1OC (stereo not given),-1%
CCn1c(=O)c(=O)n(CC)c2cc(S(=O)(=O)Nc3ccc(C)cc3)ccc21,-4%&3%
Cc1ccc(-c2nc3nc(C)cc(C)n3c2Nc2ccc3c(c2)OCCO3)cc1,-20%
COc1ccc(Cn2c(CNC(=O)c3ccc(N(C)C)cc3)nc3cccnc32)cc1,-16%
COc1ccc(N2CCN(C(=O)C3Cc4ccccc4N3C(C)=O)CC2)cc1 (stereo not given),2%
Cc1cc(C)n(CC(=O)N/N=C/c2ccccn2)n1,-9%
COc1cccc(NC(=O)CN(C)C(=O)c2ccccc2OCC(=O)Nc2cccc(C(F)(F)F)c2)c1,-1%
CCCOCc1cc(CN2CCN(c3cccc(Cl)c3)CC2)c(O)c2ncccc12,?
COc1ccc(/C=C/C(=O)c2cccc(-n3cnnn3)c2)cc1O,1%
CCOC(=O)c1cc(OC(=O)c2ccccc2Cl)n(-c2ccccc2)n1,-65%[inhibitor]
COc1ccc(OC)c(NC(=O)CCCSc2ccccc2)c1,9%
Cc1ccc(N2CC(NC(=O)c3ccccc3C(F)(F)F)CC2=O)cc1C (stereo not given),1%
Cc1cccc(-n2cc(-c3ccccc3)c3c(=O)[nH]cnc32)c1,2%
COc1ccc(NC(=O)c2ccc3nc[nH]c3c2)c(OC)c1,6%
C[C@@H]1CNC(=O)c2c(C(=O)Nc3ccc(CNC(=O)OC(C)(C)C)cc3)ncn21,-7%
O=C(O)C1C2CCC(C2)C1C(=O)Nc1cccc([N+](=O)[O-])c1 (stereo not given),3%
COCCNC(=O)CCSc1nc(-c2ccc3c(c2)OCO3)cc(C(F)(F)F)n1,-15%
CC(NC(=O)c1ccc(Cn2c(SCc3ccccc3)nc3cccnc32)cc1)c1ccccc1 (stereo not given),-5%
COc1ccccc1-c1noc(-c2ccc(NCc3cccnc3)c([N+](=O)[O-])c2)n1,7%
CC1=Nc2cc(C(=O)N3CCC(C)CC3)ccc2Sc2ccc(Cl)cc21,6%
O=S(=O)(NCC(c1ccco1)N1CCN(c2ccccc2)CC1)c1cc(F)ccc1F (stereo not given),16%
Cc1cccc(N2CC(C(=O)O)CC2=O)c1C (stereo not given),0%
CC(C)N1CCC(N2CCN(CC#Cc3ccccc3)CC2CCO)CC1 (stereo not given),4%
Cc1cc2c(cc3c(SCc4cccc(F)c4)nnc(C)n32)o1,21%
COc1cccc(CNC(=O)c2c(O)nc3ccccn3c2=O)c1,1%
O=[N+]([O-])c1ccccc1/C=C/C=N/n1c(-c2cc(-c3ccccc3)n[nH]2)n[nH]c1=S,-7%
O=C(NNC(=S)NC(=O)c1cccc([N+](=O)[O-])c1)c1ccc(Br)cc1,14%
NS(=O)(=O)c1ccc(NC(=O)/C=C/c2ccc3c(c2)OCO3)cc1,-4%
Cc1ccc(OCCn2c(CNc3cccc(C)c3)nc3ccccc32)cc1,29%
CCn1c(SCC(=O)O)nnc1-c1cccnc1,-13%
O=P(c1ccccc1)(c1ccccc1)C(O)c1cccs1 (stereo not given),-9%
CCC(=O)N1CCc2cc(S(=O)(=O)NC(Cc3ccccc3)C(=O)NCc3ccccc3)ccc21 (stereo not given),2%
Cc1cc(C)cc(OCC(=O)OCC(=O)NCCC2=CCCCC2)c1,8%
Cc1ccc(Nc2nnc(-c3ccc(C)c(S(=O)(=O)N4CCOCC4)c3)c3ccccc23)c(C)c1,22%
COc1ccccc1CNC(=O)CCS(=O)(=O)c1ccc2c(c1)CC(C)N2C(=O)C1CC1 (stereo not given),-6%
Cc1ccc(NC(=O)N[C@H](C(=O)O)C(C)C)c(C)c1,-1%

# Further entries.
SMILES,aSyn yeast rescue
COc1ccccc1C(=O)Nc1ccc(OCc2cc(=O)n3cc(C)sc3n2)cc1,-8%
CCCCCC(=O)NNC1=NCC(Cc2ccccc2)S1 (stereo not given),-4%
COc1ccc(N2CCN(S(=O)(=O)CCNS(=O)(=O)c3ccccc3)CC2)cc1,0%
CCOc1nc2ccccc2cc1C=O,17%
Cc1ccccc1Nc1n[nH]c(=S)s1,-13%
Cc1ccc(-c2noc(CSc3nnc(-c4ccc(Cl)cc4)n3C)n2)cc1,-8%
Cc1ccc(S(=O)(=O)CC(=O)Nc2ncc([N+](=O)[O-])s2)cc1,7%
COc1ccc(/C=N/N=C(\N)c2nonc2N)cc1OC,-9%
S=C(NCc1ccco1)N/N=C/c1ccncc1,-6%
O=C(Nc1ccccc1)Nc1cccc2ccccc12,-1%
C/C(=N\NC(=O)c1ccn(C)n1)c1ccco1,-11%
COc1ccc(-n2ccnc(NCc3ccccc3OC)c2=O)cc1,11%
CCOc1ccc(NC(=O)CSc2nc3ccccc3nc2N2CC(C)OC(C)C2)cc1 (stereo not given),1%
O=C1c2ccccc2C(=O)N1OCc1ccccc1[N+](=O)[O-],7%
COc1ccc(CNC(=O)c2cnc3cc(C)ccn3c2=O)cc1,6%
Cc1cc(=O)[nH]c2c1c(C)nn2C(C)(C)C,-7%
COc1ccc(S(=O)(=O)N2CCCCC2)cc1NC(=O)c1cc([N+](=O)[O-])ccc1N1CCOCC1,-7%
Cc1ccc(-c2nnn(CC(=O)N(CCN3CCOCC3)C(C(=O)NC(C)(C)C)c3ccc(C)o3)n2)cc1 (stereo not given),8%
CC(C)CCNC(=O)C(Cc1ccccc1)NS(=O)(=O)c1ccc2c(c1)c(=O)n(C)c(=O)n2C (stereo not given),-2%
COC(=O)c1sc2ncccc2c1-n1c(C)ccc1C,3%
CCc1ccc(C(=O)Nc2ccc(OC)c(S(=O)(=O)N3CCOCC3)c2)cc1,-1%
CCOc1ccc(NC(=O)CN(C)C(=O)CN2C(=O)C3CC=CCC3C2=O)cc1OCC (stereo not given),-1%
CC(C)Oc1ccc(C(=O)N(Cc2ccco2)c2ccccn2)cc1,-6%
O=C(NNc1ncnc2c1cnn2-c1ccc(F)cc1)c1cccs1,-6%
O=C(O)CCC(=O)Nc1nc2nccc(-c3ccccc3)n2n1,-3%
O=C(c1ccco1)N1CCN(c2nc3c(F)cc(F)cc3s2)CC1,3%
CCOC(=O)C(=O)NCC(c1cccs1)S(=O)(=O)c1ccc(C)cc1 (stereo not given),14%
N#Cc1nc(/C=C/c2ccc(F)cc2)oc1NCc1ccc(F)cc1,6%
O=c1c2ccccc2nc2n1CC/C2=C\N1CCN(c2ccc([N+](=O)[O-])cc2)CC1,-5%
Cc1ccc2oc(=O)n(Cc3ccc(OC(C)C)cc3)c2c1,15%

# Quoted at random: 2 records from the list
SMILES,aSyn yeast rescue
CC(C)Oc1ccc(C(=O)N(Cc2ccco2)c2ccccn2)cc1,-6%
Cc1ccc2oc(=O)n(Cc3ccc(OC(C)C)cc3)c2c1,15%

# Later entries
SMILES,aSyn yeast rescue
COc1ccc(NC(=O)C2=C(C)Nc3nc(SCc4ccc(C)cc4C)nn3C2c2cccc(OC)c2OC)cc1 (stereo not given),7%
CCc1ccccc1NC(=O)CN(c1cc(C(F)(F)F)ccc1Cl)S(=O)(=O)c1ccccc1,1%
CC12CCC(=O)N1C(C(=O)NCc1ccccc1F)CS2 (stereo not given),-6%
O=C(Cn1c(=O)c2ccccc2n(CC(=O)Nc2ccc(Cl)cc2)c1=O)NCCc1ccccc1,-10%
Cc1ccc(CCNC(=O)CN2CCN(Cc3ccc(Cl)cc3)C2=O)cc1,13%
COc1ccc(CCNC(=O)CNC(=O)N2CC(=O)Nc3ccccc32)cc1OC,-2%
Cc1cc(NC(=O)c2sccc2C)n(-c2nc3ccccc3[nH]2)n1,-3%
COc1ccc(C2=C(Nc3ccc(C)cc3C)c3ccccc3C2=O)cc1,3%
O=C(Nc1c(C(=O)c2ccccc2)oc2ccccc12)c1ccc(F)cc1,6%
CC1Cc2ccccc2N1C(=O)CSc1nccc(=O)[nH]1 (stereo not given),-2%
O=C(c1cnn(-c2ccc(F)cc2)c1-n1cccc1)N1CCN(c2ccc(F)cc2)CC1,6%
O=C(NCCN1CCN(c2cccc(Cl)c2)CC1)Nc1ccccc1,0%
COc1cc(OC)cc(C(=O)Nc2ccc(S(=O)(=O)Nc3nc(C)cc(C)n3)cc2)c1,-9%
COc1cccc(CNC(=O)Cn2c(=O)ccc3cc(S(=O)(=O)N4CCCC4)ccc32)c1,-2%
COc1ccc(Nc2cc(C(=O)NCCCN(C)Cc3ccccc3)c3ccccc3n2)c(OC)c1,0%
COc1ccc(C2(c3ccc(OC)cc3)NC(=O)NC2=O)cc1,6%
Cc1ccc2c(=O)cc(C(=O)N(Cc3ccccc3Cl)C3CCS(=O)(=O)C3)oc2c1 (stereo not given),-3%
O=C(CCC(=O)n1ncc2ccccc21)N1CCCCC1,-3%
CCN(C(=O)CSc1nc2ccccc2o1)C1CCS(=O)(=O)C1 (stereo not given),12%
CC(C)Sc1ncc(Cl)c(C(=O)N(Cc2ccc(N(C)C)cc2)C2CCS(=O)(=O)C2)n1 (stereo not given),2%
CCOc1ccc(NC(=O)CN(c2ccc(C)cc2)S(=O)(=O)c2cccs2)cc1,-2%
CC(=O)N(Cc1ccccc1)Cc1nc2sc(C)c(C)c2c(=O)[nH]1,9%
COC(=O)c1cnc(N2CCN(c3ccccc3OC)CC2)c2ccccc12,-7%
C[C@@H]1CN([C@@H](C)CO)C(=O)c2cc(NS(C)(=O)=O)ccc2O[C@@H](C)CCCCO[C@H]1CN(C)Cc1ccc2c(c1)OCO2,2%
Cc1ccc(-c2nnc(SCC(=O)N3CCCc4ccccc43)o2)cc1,6%
Cc1cc(C(=O)NNC(=O)c2ccc(C)c([N+](=O)[O-])c2)c(C)o1,-9%
CSc1ncccc1C(=O)Nc1ncc(C)s1,6%
Cc1nnc(N2CCC(C(=O)NC(C)C)CC2)c2nn(-c3ccccc3)c(C)c12,-8%
